Screens from PubChem BioAssay.
ARFGAP1 inhibitor: inhibitors of rat ARFGAP1 GAP activity, primary screen, biochemical, fluorescence polarization, GDP tracer | ADP-ribosylation factor GTPase-activating protein 1 (Rattus norvegicus), Q62848 | Arfgap1-stimulated ARF1 GTP hydrolysis, GDP FP detection | inhibition, % at 16.5 µM | 360,000 compounds, 0.26% hits;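 active means inhibition above a per-plate limit, mean inhibition of low control wells plus 3 SD, cut at about 25% in these data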;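 further: 0% = DMSO wells with enzyme and 100% = wells lacking Arfgap1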
Target sequence (Q62848 1-136 limits assumed): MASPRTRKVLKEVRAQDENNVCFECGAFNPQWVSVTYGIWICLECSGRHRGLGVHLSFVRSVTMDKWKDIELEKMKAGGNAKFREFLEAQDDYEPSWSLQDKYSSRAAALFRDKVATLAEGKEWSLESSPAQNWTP
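Assay system: purified rat His6-Arfgap1 residues 1-136 (GAP domain); Reagent: human Δ17 ARF1 bound to GTP; Dosing: 16.5 µM single point, 1.26% DMSO; Times: GTP hydrolysis reaction 2 h at 25 °C; Signal: FP, GDP Alexa 633 tracer displaced from anti-GDP antibody, 620/688 nm; Measure: % inhibition from polarization.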
ADAM10 inh: human ADAM10 inhibitors, primary screen, biochemical, QFRET, HTS | Disintegrin and metalloproteinase domain-containing protein 10 (Homo sapiens), O14672 | recombinant ADAM10, EDANS/DABCYL FRET peptide cleavage, 3 h | inhibition, % at 7 µM | 370,000 compounds, 0.62% hits;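 active means inhibition above a per-campaign cutoff equal to the mean of compounds falling between control-based bounds plus 3 SD, cut at about 20% in these data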;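 further: 0% = DMSO wells while the 100% control is not disclosed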
PLCg1 inh: PLC-gamma1 enzyme inhibitors, primary screen, biochemical, fluorescence, purified enzyme; inhibition, % at 12.2 µM; 1-phosphatidylinositol 4,5-bisphosphate phosphodiesterase gamma-1 (Homo sapiens), P19174; fluorogenic substrate; 370,000 compounds, 0.84% hits; in the data active means inhibition above about 9.5%
DDE Tn7 FP inh: inhibitors of Tn7 peptide binding to fibrin DD(E), primary screen, biochemical, fluorescence polarization, human fibrin, Tn7 probe; 370,000 compounds, 0.13% hits; FP displacement of FITC-Tn7 peptide from fibrin DD(E); 0% = median of compound wells per plate; AID 720508, 2013; inhibition, % at 8.3 µM;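 active means inhibition above the mean of compounds falling within the control limits plus 3 SD of them, cut at about 14% in these data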;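 further: 0% = plate median of compound wells and 100% = 10 µM Aha-Tn7 peptide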
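Assay system: Human fibrin DD(E) protein | Medium: Tris buffer with calcium and detergent, pH 7.8 | Reagent: 0.1 µM fluorescent Tn7 | Compound dosing: Single point at 8.3 µM | Times: 10 min preincubation, 3 h with tracer, room temperature | Detection: Fluorescence polarization of the labelled Tn7 tracer | Controls: Aha-Tn7 high control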
PLCb3 inh: human PLC-beta3 inhibitors, primary screen, biochemical, fluorescence; 370,000 compounds, 0.18% hits; Purified PLC-beta3, fluorogenic substrate; 1-phosphatidylinositol 4,5-bisphosphate phosphodiesterase beta-3 (Homo sapiens), Q01970; inhibition, % at 12.2 µM; in the data active means inhibition above about 11%;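 further: 0% = median of compound wells on plate and 100% = full blocker control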
ADAM17 inh: ADAM17 inhibitors, primary screen, biochemical, QFRET | Disintegrin and metalloproteinase domain-containing protein 17 (Homo sapiens), P78536 | recombinant ADAM17, EDANS/DABCYL FRET peptide cleavage | inhibition, % at 6.95 µM | 370,000 compounds, 0.83% hits | AID 720648, 2013;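 active means inhibition above the mean of compounds lying between control limits plus 3 SD, set per campaign, cut at about 8.5% in these data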;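 further: 0% = DMSO-only wells as the low control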
SIAE inh: human SIAE inhibitors, primary screen, biochemical, fluorescence polarization, FP-Rh probe, 1536-well HTS; SIAE FP-Rh probe binding; Sialate O-acetylesterase (Homo sapiens), Q9HAT2; AID 1053197, 2014; 370,000 compounds, 0.69% hits; inhibition, % at 9.66 µM;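 active means inhibition above a cutoff: mean of compounds within the control limits plus 3 SD of those, cut at about 17% in these data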;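 further: 0% = plate median of compound wells and 100% = probe without SIAE protein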
Target sequence (Q9HAT2 whole entry, looked up): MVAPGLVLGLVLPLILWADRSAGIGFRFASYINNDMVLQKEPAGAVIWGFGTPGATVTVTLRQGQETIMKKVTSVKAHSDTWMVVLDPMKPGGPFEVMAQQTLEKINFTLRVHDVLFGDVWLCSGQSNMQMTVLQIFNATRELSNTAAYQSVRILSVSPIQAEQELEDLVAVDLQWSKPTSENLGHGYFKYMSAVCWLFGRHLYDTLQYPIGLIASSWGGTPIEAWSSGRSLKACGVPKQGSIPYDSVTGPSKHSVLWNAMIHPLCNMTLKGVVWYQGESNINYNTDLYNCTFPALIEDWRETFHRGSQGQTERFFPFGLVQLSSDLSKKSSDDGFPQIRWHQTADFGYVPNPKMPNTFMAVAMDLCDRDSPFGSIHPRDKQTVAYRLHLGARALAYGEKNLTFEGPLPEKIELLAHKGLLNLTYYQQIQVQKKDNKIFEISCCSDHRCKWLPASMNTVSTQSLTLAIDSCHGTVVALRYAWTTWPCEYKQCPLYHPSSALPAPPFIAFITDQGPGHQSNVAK
DDE Tn6 FP inh: inhibitors of Tn6 peptide binding to fibrin DD(E), primary screen, biochemical, fluorescence polarization, human fibrin, Tn6 probe. Fibrinogen beta chain (Homo sapiens), P02675. Fibrin DD(E) TRITC-Tn6 fluorescence polarization displacement. inhibition, % at 8.3 µM. 370,000 compounds, 0.21% hits;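 active means inhibition above a per-campaign cutoff: mean of compounds within control limits plus 3 SD, cut at about 15% in these data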;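 further: 0% = median of all compound wells on the plate and 100% = blocking peptide control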
TDP2 inh: human TDP2 enzyme inhibitors, primary screen, biochemical, epi absorbance, recombinant enzyme. 370,000 compounds, 0.34% hits. Tyrosyl-DNA phosphodiesterase 2 (Homo sapiens), O95551. T5PNP hydrolysis, p-nitrophenol absorbance 415 nm. inhibition, % at 12.8 µM;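 active means inhibition above the mean of all tested compounds plus 3 SD, set per campaign, cut at about 25% in these data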;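 further: 0% = DMSO with enzyme and 100% = buffer with substrate but no TDP2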
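Test system: human TDP2 enzyme; Input: 120 nM TDP2 per well; Buffer or medium: Mg2+-containing Tris-HCl buffer, pH 7.5; Reagent: 5 mM T5PNP; Dosing: 12.8 µM single point, 1% DMSO; Incubation: reaction 2 h, 37 °C; Detection: p-Nitrophenol epi absorbance; Read-out: % inhibition relative to enzyme-containing and enzyme-free wells; Replicates: single well per compound.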
ASAP1 inh: inhibitors of human ASAP1 ArfGAP activity, primary screen, biochemical, fluorescence polarization; Arf-GAP with SH3 domain, ANK repeat and PH domain-containing protein 1 (Homo sapiens), …; 360,000 compounds, 0.19% hits; inhibition, % at 16.5 µM; ASAP1-stimulated ARF1 GTP hydrolysis, GDP FP detection; in the data active means inhibition above about 25%;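 further: 0% = vehicle with enzyme and substrate and 100% = no enzyme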
Target sequence (Q9ULH1 325-724 limits assumed): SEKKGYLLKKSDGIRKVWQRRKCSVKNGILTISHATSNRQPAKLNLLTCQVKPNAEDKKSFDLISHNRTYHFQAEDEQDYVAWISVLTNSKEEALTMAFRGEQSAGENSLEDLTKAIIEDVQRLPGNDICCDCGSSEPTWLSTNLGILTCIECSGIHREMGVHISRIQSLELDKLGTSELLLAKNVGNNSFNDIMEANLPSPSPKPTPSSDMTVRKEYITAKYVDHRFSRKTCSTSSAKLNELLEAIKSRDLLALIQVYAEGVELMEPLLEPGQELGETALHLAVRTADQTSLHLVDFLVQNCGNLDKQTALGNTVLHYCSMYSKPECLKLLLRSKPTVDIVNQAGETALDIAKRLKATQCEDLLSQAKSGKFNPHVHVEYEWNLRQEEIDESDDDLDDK
* hit, by the source's call.

cpd | Molecule | ARFGAP1 inhibitor | ADAM10 inh | PLCg1 inh | DDE Tn7 FP inh | PLCb3 inh
1 | O=C(COc1ccc([N+](=O)[O-])cc1)N1CCN(c2nnc(-c3ccccc3)c3ccccc23)CC1 | 5 | 5 | 1 | -7 | -4
2 | Cc1ccc(C(=O)Nc2sc(C)c(-c3ccccc3)c2C(N)=O)cc1[N+](=O)[O-] | 6 | 3 | 2 | -3 | -5
3 | O=C(COC(=O)c1cc(=O)[nH]c2ccccc12)Nc1nccs1 | 1 | -47 | -53 | -4 | -82
4 | O=C(CCc1nnc(-c2ccc3c(c2)OCO3)o1)N1CCC(c2ccc(F)cc2)C1 (stereo not drawn) | 6 | -8 | 1 | -2 | 0
5 | COc1ccc(NC(=O)c2cncc(Br)c2)c(S(=O)(=O)N2CCOCC2)c1 | 2 | 4 | 4 | 1 | 0
6 | CCc1ccc(Nc2nc(C)cc(C)n2)cc1 | -8 | -3 | -1 | 1 | -3
7 | COc1ccc(Cl)cc1-c1nc(SCC(=O)NC(C)C(C)C)n[nH]1 (stereo not drawn) | -1 | -3 | 5 | -12 | 2
8 | CN(C/C=C/c1ccccc1[N+](=O)[O-])Cc1ccccc1 | -1 | -11 | 3 | 2 | -1
9 | COc1cccc(NC(=O)CN(C)C(=O)C23CC4CC(CC(Cl)(C4)C2)C3)c1 | -5 | 0 | -1 | 2 | -1
10 | O=C(NCc1ccc(F)cc1)C(c1ccccc1)N(C(=O)c1csnn1)C1CCCC1 (stereo not drawn) | -6 | -3 | 0 | 9 | -5
11 | CCC(=O)c1ccc2ncccc2c1 | 10 | 10 | 3 | 6 | 0
12 | CN1CCN(C(=S)NC(=O)c2ccccc2Cl)CC1 | 7 | -8 | 3 | 2 | -6
13 | O=C(Cc1csc(-c2ccccc2)n1)NCc1ccc(F)cc1 | 3 | -8 | -1 | -11 | -3
14 | C=CCOC(=O)C1=C(C)Nc2[nH]c(=O)[nH]c(=O)c2C1c1ccccc1 (stereo not drawn) | 6 | -8 | -16 | 8 | -20
15 | NC(=O)NC(=O)C[n+]1cccc(/C=N/O)c1 | 1 | 0 | -4 | 8 | -3

cpd | ADAM17 inh | SIAE inh | DDE Tn6 FP inh | TDP2 inh | ASAP1 inh
1 | -2 | -5 | -3 | -11 | 7
2 | 1 | -7 | -6 | 0 | 4
3 | -16 | -3 | 6 | -1 | 10
4 | -5 | -6 | 5 | 6 | 1
5 | -1 | -4 | 6 | -6 | -4
6 | 1 | 3 | -4 | 4 | 4
7 | 3 | 1 | -3 | 6 | 5
8 | 2 | -2 | -1 | -3 | 24
9 | -1 | -6 | 7 | 6 | -7
10 | -4 | -2 | -1 | 12 | 4
11 | 0 | -1 | -4 | 5 | 13
12 | -3 | 3 | 6 | -11 | 1
13 | 1 | 0 | -5 | -5 | 0
14 | -2 | -5 | 2 | 5 | -2
15 | -2 | 7 | -1 | -3 | -7

Among those listed so far, three contain an NH in an aromatic ring:
cpd | Molecule | ARFGAP1 inhibitor | ADAM10 inh | PLCg1 inh | DDE Tn7 FP inh | PLCb3 inh
3 | O=C(COC(=O)c1cc(=O)[nH]c2ccccc12)Nc1nccs1 | 1 | -47 | -53 | -4 | -82
7 | COc1ccc(Cl)cc1-c1nc(SCC(=O)NC(C)C(C)C)n[nH]1 (stereo not drawn) | -1 | -3 | 5 | -12 | 2
14 | C=CCOC(=O)C1=C(C)Nc2[nH]c(=O)[nH]c(=O)c2C1c1ccccc1 (stereo not drawn) | 6 | -8 | -16 | 8 | -20

cpd | ADAM17 inh | SIAE inh | DDE Tn6 FP inh | TDP2 inh | ASAP1 inh
3 | -16 | -3 | 6 | -1 | 10
7 | 3 | 1 | -3 | 6 | 5
14 | -2 | -5 | 2 | 5 | -2

Following part.
cpd | Molecule | ARFGAP1 inhibitor | ADAM10 inh | PLCg1 inh | DDE Tn7 FP inh | PLCb3 inh
16 | O=C(NCCc1ccc(Cl)cc1)c1ccc2[nH]c(=O)c(=O)[nH]c2c1 | -5 | -274 | -96 | -4 | -164
17 | COc1ccc(C(C(=O)OCCN(C)C)c2ccccc2)cc1 (stereo not drawn) | -8 | 0 | -1 | 9 | -1
18 | O=C1NC[C@@H](CCCCN2CCN(CCc3ccccc3)C(=O)C2=O)N(CCC2CCCCC2)C1=O | 10 | 2 | 2 | -4 | 1
19 | Cn1cc(C(=O)N2CCN(c3ccccn3)CC2)c(=O)c2cc(S(=O)(=O)N3CCOCC3)ccc21 | -2 | -12 | 3 | 5 | 6
20 | CCC(CC)C(=O)N(C)c1c(C)nc2c(OCC(=O)N(C)C)cccn12 | -2 | -15 | -3 | -1 | -6
21 | CCN(CC(=O)Nc1c(F)cccc1F)C(=O)c1cnccn1 | 13 | -10 | 2 | 5 | -2
22 | CCCOc1ccc(/C=N/NC(=O)c2ccc3c(c2)OCO3)c(OCCC)c1 | 8 | -1 | 0 | -3 | -12
23 | O=C(Nc1ccccn1)c1cc2cc([N+](=O)[O-])ccc2s1 | 3 | 3 | 1 | 3 | 4
24 | COCCCNCC(=O)Nc1ccc(OC(F)(F)F)cc1 | -15 | 12 | 2 | -1 | 8
25 | COCCSc1ccccc1C(=O)Nc1ccccc1C#N | 3 | -10 | 0 | 3 | -7
26 | CCN(CC)S(=O)(=O)c1ccc(N2CCCC2)c(NC(=O)Cc2cc(OC)c(OC)c(OC)c2)c1 | 9 | -4 | -4 | -8 | -7
27 | O=C(NCc1ccco1)C(c1ccncc1)N(C(=O)Cn1nnc2ccccc21)c1ccccc1 (stereo not drawn) | 4 | 8 | 3 | -1 | -2
28 | CCCCC[C@@H](C)N1C[C@@H](COCc2ccccc2)Oc2cc(N3CCC[C@@H]3CO)ccc2S1(=O)=O | 11 | 0 | -2 | 5 | -2
29 | N#Cc1ccccc1OCC(=O)OCC(=O)NC1CCS(=O)(=O)C1 (stereo not drawn) | 19 | 2 | -1 | 2 | 1
30 | COCCn1c(SC(C)C(=O)Nc2ccc(N3CCOCC3)cc2)nnc1-c1ccncc1 (stereo not drawn) | -16 | -5 | 7 | -8 | 0

cpd | ADAM17 inh | SIAE inh | DDE Tn6 FP inh | TDP2 inh | ASAP1 inh
16 | -94 | 5 | 4 | 13 | 6
17 | -6 | 0 | -4 | 2 | 15
18 | 3 | 4 | 3 | -6 | -2
19 | -3 | -5 | 5 | -1 | -17
20 | -6 | 8 | 4 | 1 | 1
21 | -4 | -1 | -4 | -4 | 3
22 | -2 | -5 | 0 | -3 | -4
23 | 3 | -26 | 6 | -29 | 4
24 | 1 | 2 | -8 | -2 | 11
25 | -3 | 3 | -6 | -1 | -11
26 | -2 | 10 | -6 | 7 | -6
27 | 2 | 4 | -1 | 10 | -2
28 | 3 | -2 | 4 | -10 | -15
29 | -2 | 1 | 2 | 18 | -10
30 | 1 | -5 | -2 | -13 | 5

Part of the list above, set out differently:
17	COc1ccc(C(C(=O)OCCN(C)C)c2ccccc2)cc1 (stereo not drawn)
  ARFGAP1 inhibitor: -8; ADAM10 inh: 0; PLCg1 inh: -1; DDE Tn7 FP inh: 9; PLCb3 inh: -1; ADAM17 inh: -6; SIAE inh: 0; DDE Tn6 FP inh: -4; TDP2 inh: 2; ASAP1 inh: 15
18	O=C1NC[C@@H](CCCCN2CCN(CCc3ccccc3)C(=O)C2=O)N(CCC2CCCCC2)C1=O
  ARFGAP1 inhibitor: 10; ADAM10 inh: 2; PLCg1 inh: 2; DDE Tn7 FP inh: -4; PLCb3 inh: 1; ADAM17 inh: 3; SIAE inh: 4; DDE Tn6 FP inh: 3; TDP2 inh: -6; ASAP1 inh: -2

Following part.
cpd | Molecule | ARFGAP1 inhibitor | ADAM10 inh | PLCg1 inh | DDE Tn7 FP inh | PLCb3 inh
31 | CC(C)Cc1cc(C(=O)N(C)C2CCCN(Cc3ccccc3F)C2)n(C)n1 (stereo not drawn) | -2 | -4 | -1 | 3 | 7
32 | Cc1ccc(S(=O)(=O)N2CCN(C)CC2)c2nsnc12 | 9 | 1 | 2 | 2 | -4
33 | COc1ccc(/C=C/C(=O)N2CCC(c3ccccc3)C2)cc1 (stereo not drawn) | 7 | -5 | 3 | 9 | 0
34 | O=C(CSc1nc2[nH]ncc2c(=O)[nH]1)Nc1ccc(OC(F)(F)F)cc1 | 11 | 2 | 0 | 1 | 0
35 | CCCNC(=S)N1CCCC(c2nc3ccccc3[nH]2)C1 (stereo not drawn) | 3 | 4 | -3 | -6 | -1
36 | Clc1cccc(/C=N/Nc2nc(Cl)nc3ccccc23)c1 | 3 | -154 | -94 | -7 | -127
37 | CN(C)S(=O)(=O)c1ccc(NC(=S)NC(=O)c2ccc(Br)o2)cc1 | -10 | -3 | 0 | 5 | -4
38 | CN(C)CCN1C(=O)C(=O)/C(=C(/O)c2ccc(F)cc2)C1c1ccccc1F (stereo not drawn) | -2 | -5 | 0 | 3 | 3
39 | O=C(CCn1[nH]c(=O)c2ccccc2c1=O)NCCO | 8 | -1 | -16 | -7 | -17
40 | CN1CCCN(C(=O)c2ccc(Br)cc2)CC1 | -4 | -10 | 1 | 7 | -6

cpd | ADAM17 inh | SIAE inh | DDE Tn6 FP inh | TDP2 inh | ASAP1 inh
31 | -4 | -8 | -5 | -19 | 14
32 | -2 | 2 | -6 | 3 | -7
33 | -6 | 1 | -2 | -1 | -7
34 | 3 | 1 | -2 | 11 | 13
35 | -1 | 0 | 1 | 8 | 2
36 | -39 | 1 | 2 | -13 | -9
37 | -5 | 1 | 1 | 2 | -6
38 | -1 | -1 | -3 | 5 | 3
39 | -3 | 2 | 1 | -7 | 1
40 | -1 | -6 | -3 | -6 | 2
